DUSP3 inh – DUSP3 (human) phosphatase inhibition | P51452 | recombinant VHR phosphatase, pNPP absorbance | inhibition, % at 13.3 µM | 290,000 compounds, 0.52% hits; in the data active means inhibition above about 50%; further: some compounds called inactive have numbers as strong as hits
Target sequence (P51452 whole entry, looked up): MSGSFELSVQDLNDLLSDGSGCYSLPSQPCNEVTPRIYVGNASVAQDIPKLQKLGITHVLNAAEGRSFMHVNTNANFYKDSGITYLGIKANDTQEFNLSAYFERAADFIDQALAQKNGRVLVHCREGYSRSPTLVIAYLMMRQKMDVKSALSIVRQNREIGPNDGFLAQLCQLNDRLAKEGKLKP
GDH-TPI counter – GDH-TPI coupled enzyme inhibition counter-screen; GDH-TPI coupled enzyme counterscreen, NADH absorbance; inhibition, % at 4.8 µM; 360,000 compounds, 1.2% hits; in the data active means inhibition above about 30%;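 further: 0% = DMSO wells and 100% = wells lacking the enzyme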
FBA Mtb inh – Mtb fructose-bisphosphate aldolase inhibition | 360,000 compounds, 2.3% hits | purified M. tuberculosis FBA, fluorescence read-out | P9WQA3 | inhibition, % at 1 µM; in the data active means inhibition above about 27%;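 further: 0% = vehicle and 100% = reference inhibitor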
Target sequence (P9WQA3 whole entry, looked up): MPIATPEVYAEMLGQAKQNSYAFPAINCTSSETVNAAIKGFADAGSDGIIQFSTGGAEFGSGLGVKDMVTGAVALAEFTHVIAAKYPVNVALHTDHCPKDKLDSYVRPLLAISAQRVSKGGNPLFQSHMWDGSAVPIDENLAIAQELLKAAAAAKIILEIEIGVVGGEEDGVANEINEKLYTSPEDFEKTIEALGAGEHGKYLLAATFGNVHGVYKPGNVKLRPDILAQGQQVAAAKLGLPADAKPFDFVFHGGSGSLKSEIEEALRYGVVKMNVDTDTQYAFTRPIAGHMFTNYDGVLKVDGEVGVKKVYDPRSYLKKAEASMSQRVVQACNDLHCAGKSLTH
Rv3671c protease – Rv3671c (M. tuberculosis) protease inhibition | P9WHR9 | inhibition, % at 5.96 µM | 320,000 compounds, 0.048% hits | AID 2606; in the data active means inhibition above about 38%;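 further: extracellular domain of Rv3671c used as enzyme; 0% = enzyme with DMSO and 100% = no enzyme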
3CLpro inhibitor – SARS-CoV 3CLpro protease inhibition | 290,000 compounds, 0.14% hits | P0C6X7 | AID 1706 | inhibition, % at 6 µM | recombinant SARS-CoV 3CLpro, quenched FRET peptide cleavage; in the data active means inhibition above about 12%
PriA SSB inh – inhibitors of Klebsiella pneumoniae PriA binding to SSB C-terminal tail. inhibition, % at 33 µM. 430,000 compounds, 0.6% hits. AID 1272365. AlphaScreen SSBct-PriA binding, biotinylated peptide; in the data active means inhibition mostly above about 37%, no sharp cut-off; inactive means mostly below about 20%;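 further: plate controls were negative control peptide for no effect and reference peptide for full effect; strong numbers were not always called active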
BH1578 lux ind – induces V. cholerae light production without autoinducers. V. cholerae BH1578 lux reporter, luminescence, 6 h. 350,000 compounds, 0.16% hits. activation, % at 18.7 µM; in the data active means activation mostly above about 9.7%, no sharp cut-off; further: not every result past the cut was called active; inactives centre near 0; reference of the scale not given here
MazEF act – activators of E. coli MazEF toxin-antitoxin RNase. P0AE70. FAM/BHQ RNA-DNA oligo cleavage fluorescence, 5 h. activation, % at 20 µM. 350,000 compounds, 0.32% hits. AID 504720; in the data active means activation above about 50%
Target sequence (P0AE70 whole entry, looked up): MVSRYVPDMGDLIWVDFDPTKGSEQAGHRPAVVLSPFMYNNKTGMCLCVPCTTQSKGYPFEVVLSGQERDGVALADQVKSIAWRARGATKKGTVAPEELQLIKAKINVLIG
BioA inh – BioA (M. tuberculosis) enzyme inhibition; purified M. tuberculosis BioA enzyme, plate reader; inhibition, % at 9.99 µM; 360,000 compounds, 0.096% hits; in the data active means inhibition above about 40%
UGM FP inh – blocks M. tuberculosis UGM enzyme; AID 504406; inhibition, % at 10 µM; purified UGM, fluorescence polarization probe displacement; 320,000 compounds, 0.06% hits; P9WIQ1; in the data active means inhibition above about 10%, passing the limit was not always enough
Target sequence (P9WIQ1 whole entry, looked up): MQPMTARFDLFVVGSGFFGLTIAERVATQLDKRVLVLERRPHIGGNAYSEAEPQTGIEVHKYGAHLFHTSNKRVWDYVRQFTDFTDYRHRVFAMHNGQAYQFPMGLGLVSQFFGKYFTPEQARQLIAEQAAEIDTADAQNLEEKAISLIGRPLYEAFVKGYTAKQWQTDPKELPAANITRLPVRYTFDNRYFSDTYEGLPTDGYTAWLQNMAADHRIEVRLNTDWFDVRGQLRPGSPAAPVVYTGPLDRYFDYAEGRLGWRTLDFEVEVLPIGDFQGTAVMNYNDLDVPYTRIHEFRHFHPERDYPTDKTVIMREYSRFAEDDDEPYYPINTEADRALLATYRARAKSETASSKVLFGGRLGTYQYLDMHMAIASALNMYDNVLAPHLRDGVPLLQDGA
Active calls of the source: *; i = inactive; . = not tested or not shown; + = active, no number; ! = not active in a repeat. Some of the compounds tested. The share of hits here may be higher or lower than overall.

SMILES | DUSP3 inh | GDH-TPI counter | FBA Mtb inh | Rv3671c protease | 3CLpro inhibitor | PriA SSB inh | BH1578 lux ind | MazEF act | BioA inh | UGM FP inh
O=C(Nc1ccnn1C1CCN(C(=O)c2c(F)cccc2F)CC1)C1CC1 | 19 | -2 | 2 | 0 | -3 | -4 | i | 9 | -0.4 | 0.9
CC1CC(=O)N(c2ccc(C(C)C)cc2)C(=O)C1 | 5 | 10 | -1 | 2 | 1 | -14 | 0.7 | -22 | -1.2 | 0.1
CCOc1cc(/C=N/NC(=O)c2ccncc2)ccc1OC(=O)c1ccccc1 | 2 | 15 | 0 | -18 | 5 | . | -0.4 | 6 | 0.6 | -1.3
CCN(Cc1nc(-c2ccccc2)no1)C(=O)COc1cccc(OC)c1 | 7 | 0 | 1 | 5 | 5 | -15 | -0.5 | -14 | 3.9 | -0.1
Cc1ccc(NC(=O)c2nc[nH]c2C(=O)N[C@@H](C)C(=O)OC(C)(C)C)cc1 | 19 | 16 | 2 | -4 | . | 2 | -0.2 | 3 | -3.3 | -0.9
CCc1ccc(/C=N/NC(=O)c2cc(C)on2)s1 | -5 | 32* | -2 | -3 | 4 | . | -0.3 | 1 | . | -2.5
CN1CCN(CC(=O)C23CC4CC(CC(C4)C2)C3)CC1 | -3 | -7 | -2 | 4 | 6 | -10 | -0.5 | 8 | -1.6 | -0.4
CN(CC(=O)Nc1ccc(N2CCOCC2)cc1)C(=O)C12CC3CC(CC(C3)C1)C2 | . | 3 | 5 | -2 | . | -9 | -0.6 | -9 | 0.2 | -0.5
C(=N\N=C\c1cccnc1)/c1cccnc1 | -4 | -7 | 0 | 2 | 1 | . | -0.4 | 1 | 0.1 | -2.3
CCOC(=O)C1=C(COC(=O)c2ccc([N+](=O)[O-])s2)NC(=O)NC1C (centres undefined) | . | 16 | 1 | -127 | . | 1 | -4.2 | 3 | 1.4 | 1.2
Cc1[nH]n(C)c(=O)c1C(=O)c1c(-c2ccccc2Cl)noc1C | -7 | 2 | 3 | 4 | -3 | -1 | -0.7 | -1 | -0.2 | 2.8
COc1nc(-c2ccncc2)nc2ccccc12 | 25 | -8 | -10 | -9 | 0 | -13 | -5.0 | 6 | -2.1 | 0.8
COc1cccc(CNC(=O)c2ccc(C)c(NC3=NC4CS(=O)(=O)CC4S3)c2)c1 (centres undefined) | -14 | -2 | 2 | -4 | 0 | -9 | -0.8 | -4 | -1.3 | -1.0
COc1cc(-c2c(-c3ccc4c(c3)OCO4)noc2-c2ccsc2)ccc1F | 13 | -10 | -1 | -5 | -1 | -8 | i | 1 | 0.4 | -0.7
COc1ccc2cc(C#N)c(SCC(=O)NNC(=O)Cc3ccccc3)nc2c1 | 34 | 12 | 3 | -9 | -7 | -6 | -0.2 | -66 | -0.4 | -2.4
CCOc1cc(/C=C2\N=C(SCC)SC2=O)cc([N+](=O)[O-])c1OC(C)=O | -4 | 12 | -11 | 1 | 3 | -6 | i | -6 | -1.1 | -1.7
CCOc1ccc(/C=N/OCC(=O)NCc2ccc3c(c2)OCO3)cc1OC | 39 | 5 | 1 | 1 | 5 | . | -0.3 | 1 | . | 0.9
O=C(Nc1ccc(CN2CCOCC2)cc1)c1cccc(-c2cc3ccccc3oc2=O)c1 | 15 | 27 | 9 | -9 | -2 | 0 | -0.4 | -1 | . | 1.5
CS(=O)(=O)c1cccc(C(=O)OCC(=O)c2ccc3c(c2)OCCO3)c1 | . | 6 | 4 | . | . | 4 | 0.6 | 4 | . | .
Cc1cc(C)nc(SCNC(=O)c2ccc(F)cc2)n1 | 6 | 5 | 0 | -2 | 3 | -8 | . | 6 | 0.2 | 2.4

As entered above.
In BH1578 lux ind, `COc1nc(-c2ccncc2)nc2ccccc12` is listed with -5.0
In DUSP3 inh, `CCOc1cc(/C=N/NC(=O)c2ccncc2)ccc1OC(=O)c1ccccc1` is listed with 2
In BioA inh, `COc1ccc2cc(C#N)c(SCC(=O)NNC(=O)Cc3ccccc3)nc2c1` is listed with -0.4

Remaining list, next part:
SMILES | DUSP3 inh | GDH-TPI counter | FBA Mtb inh | Rv3671c protease | 3CLpro inhibitor | PriA SSB inh | BH1578 lux ind | MazEF act | BioA inh | UGM FP inh
COc1ccc(CCn2c(=N)c(C(=O)NCC3CCCO3)cc3c(=O)n4ccccc4nc32)cc1OC (centres undefined) | 15 | 12 | -4 | -2 | 5 | 8 | 0.9 | 4 | . | -2.0
COC(=O)CNC(=O)c1c(-c2ccccc2Cl)noc1C | 7 | 0 | 6 | 3 | -2 | -8 | i | -2 | 0.7 | -1.9
Cc1ccc(OCc2ccc(-c3ccccc3)cc2)c([N+](=O)[O-])n1 | -5 | -2 | -1 | -5 | 5 | -6 | 0.6 | 7 | -0.7 | -1.5
CCC(C)NC(=O)CCS(=O)(=O)c1ccc(Br)s1 (centres undefined) | -32 | 4 | 1 | 3 | -3 | 0 | -2.8 | 4 | . | 0.1
CCC1=NN2C(=N)/C(=C/c3c(C)nn(-c4ccccc4)c3Cl)C(=O)N=C2S1 | -14 | 7 | 7 | -7 | 1 | 3 | 0.2 | -9 | . | 0.3
O=C(O)C(c1ccccc1)c1ccccc1 | . | 6 | 5 | 2 | . | -16 | -0.1 | -6 | 0.3 | 1.9
Cc1cccc(C)c1NC(=O)C(Cl)=C(Cl)Cl | 15 | 0 | 1 | -4 | -2 | 3 | -0.3 | 6 | . | -1.0
CCCC(=O)n1nc(-c2ccc(OC)cc2)nc1N | 10 | 7 | 1 | 3 | -4 | -15 | i | -3 | -1.2 | 0.1
CCn1c(SCC(N)=O)nnc1-c1cc2c(C)nn(-c3ccccc3)c2s1 | 19 | 6 | 3 | -2 | -4 | -16 | i | 12 | -0.4 | 0.3
CC(=O)c1ccc(S(=O)(=O)NCC(=O)Nc2nc3ccccc3[nH]2)cc1 | . | 12 | 1 | 5 | . | -9 | i | 3 | -3.1 | 0.9
Cc1ccccc1OCC(=O)Nc1ccc(C(=O)Nc2ccccc2C(=O)O)cc1 | -16 | 3 | -3 | -61 | 1 | 9 | 0.4 | -3 | -0.1 | 0.2
CCCOc1ccc(/C=c2\sc3nc(-c4ccco4)nn3c2=O)cc1OCC | 14 | 12 | 0 | 1 | 6 | . | -0.7 | 218* | -0.8 | 0.2
O=C(NC1CCCC1)c1cc(-c2ccccc2O)on1 | 45 | 5 | 5 | 3 | 1 | -6 | i | 7 | 0.1 | -0.2
COc1cc2ccccc2cc1C(=O)NC1CCCC1 | . | 7 | 15 | 3 | . | -10 | i | 11 | -0.8 | 2.7
Cc1ccc(-n2c(O)c(C=Nc3cc(C)on3)c3ccccc3c2=O)c(C)c1 | 3 | 7 | 47* | -22 | -4 | 8 | -0.3 | 4 | . | -1.3
CCc1nnc2n1N=C(c1ccc(OC)cc1)CS2 | 20 | 25 | -3 | 2 | 1 | -23 | -2.4 | 9 | 2.0 | 0.5
COc1cccc(/C=N/NC(=O)NC23CC4CC(CC(C4)C2)C3)c1O | . | 5 | 1 | 12 | . | . | -0.6 | 2 | 1.6 | 1.8
O=C(OCCCN=C1NS(=O)(=O)c2ccccc21)c1ccc([N+](=O)[O-])cc1 | 20 | 0 | 1 | -4 | 3 | -16 | i | 7 | . | -1.3
CS(=O)(=O)CCC(C(=O)OCC(=O)c1ccc(Cl)cc1)N1C(=O)c2ccccc2C1=O (centres undefined) | -8 | 2 | -4 | -9 | 5 | 3 | -0.2 | 16 | -0.8 | 1.6
[N-]=[N+]=CC(=O)C(c1ccccc1)(c1ccccc1)c1ccccc1 | -1 | -2 | 0 | 3 | 2 | -9 | -0.4 | -4 | -1.9 | -0.8
Cc1cccc(OP(N)(N)=O)c1C | 8 | 6 | 6 | 2 | -2 | -16 | -0.2 | 6 | . | -0.7
Cc1n[nH]c(=S)n(NC(=O)CC(=O)Nn2c(=S)[nH]nc(C)c2=O)c1=O | 8 | 5 | 1 | 5 | -2 | 17 | -0.3 | -3 | . | 1.2
CC(C)Cn1c(SCc2nc3ccccc3c(=O)[nH]2)nc2ccccc2c1=O | 16 | -5 | 1 | 2 | 4 | -7 | 0.6 | -13 | . | -0.1
COc1ccc2nc(SCC(=O)N(C)C3CCCCC3)[nH]c2c1 | . | 1 | 3 | 6 | . | 5 | -1.3 | 4 | 0.1 | 0.8
O=C1C2C(C(=O)N1/N=C/c1cc([N+](=O)[O-])c(O)cc1O)C1C=CC2C12CC2 (centres undefined) | 1 | 10 | -7 | 3 | -3 | . | -0.1 | 6 | . | 1.5
CCCNC(=O)Cn1cnc2sc(C(=O)N3CCN(c4ccc(F)cc4)CC3)c(C)c2c1=O | -4 | 1 | -1 | 1 | 5 | -11 | i | -1 | -1.5 | 2.2
Cc1c(C(=O)NCc2cccs2)sc(=O)n1Cc1ccc(S(C)(=O)=O)cc1 | . | 18 | 2 | . | . | . | -0.5 | . | 6.8 | .
O=C(NNC(=S)NC1CCCCC1)c1ccc(Cl)s1 | 23 | 4 | -1 | 1 | 3 | -12 | -0.4 | 7 | . | -0.2
O=C(NC1CCN(C(=O)Nc2ccc(F)cc2)CC1)c1ccc(F)cc1 | 23 | -5 | 0 | 11 | 3 | -11 | -0.2 | 7 | 0.1 | 1.8
COCCOc1cc(COC)nc(-c2cccc(C)c2)n1 | 10 | -2 | 5 | 8 | -2 | -15 | i | 8 | -0.1 | -4.1
O=c1c2c(nc3cc(-c4ccc(Cl)cc4)[nH]n13)CCS2 | 28 | -2 | 6 | 0 | -1 | -8 | -0.2 | 2 | . | -0.1
O=C(NCC1CCCN(Cc2nccs2)C1)c1cccc2ccccc12 (centres undefined) | 6 | 6 | 1 | 0 | -1 | -8 | 0.1 | -21 | -1.4 | -2.2
COc1cccc2sc(N(CCCN(C)C)C(=O)c3ccc(S(=O)(=O)N4CCCc5ccccc54)cc3)nc12 | 14 | 0 | 5 | 8 | 1 | 20*! | i | -48 | -2.6 | -4.2
O=C(COC(=O)c1cccc(C(=O)OCC(=O)NC2CCCCC2)n1)NC1CCCCC1 | 15 | 2 | 3 | -5 | -3 | -25 | -1.9 | 0 | -1.9 | 5.7
COc1ccccc1-c1nc(-c2ccc(C(=O)O)cc2)no1 | . | -13 | 9 | 7 | . | 8 | -11 | 3 | -0.6 | -2.3
Cc1cccn2c(=O)c(/C=C(\C#N)C(=O)NCc3ccco3)c(N3CCCCC3)nc12 | 0 | 1 | 0 | -7 | 4 | -2 | -0.6 | 7 | 1.9 | 3.0
COc1ccc(OC)c(S(=O)(=O)NCCCc2ccccc2)c1 | -6 | -1 | 0 | -6 | 5 | 0 | -0.1 | -7 | 0.2 | 4.9
CC[C@H](C)C(N)c1cn(C(CCCN=C(N)N)C(=O)N2CCNCC2)nn1 (some centres undefined) | . | 19 | 4 | 6 | . | -12 | i | -2 | -1.5 | -1.1
CC(OC(=O)CCN=C1NS(=O)(=O)c2ccccc21)C(=O)NCc1ccccc1 (centres undefined) | . | 1 | -1 | -1 | . | -2 | 1.1 | 4 | -0.7 | -1.0
COc1cccc(NC(=O)[C@@H]2CCCN2C(=O)[C@@H]2Cc3ccccc3CN2C(=O)OC(C)(C)C)c1 | 21 | -9 | 0 | -5 | 0 | 3 | i | 11 | 1.5 | -0.3
COc1ccc(-c2csc(Nc3ccc(C)cn3)n2)cc1 | 44 | -3 | -4 | 14 | -2 | -10 | 0.0 | 7 | . | -0.2
C=CCc1c(O)c(CC)cc2c(C)cc(=O)oc12 | 2 | 11 | + | 4 | 1 | -15 | -2.2 | 18 | . | -0.3

Reformatted: results already given.
COc1ccc2nc(SCC(=O)N(C)C3CCCCC3)[nH]c2c1
  DUSP3 inh: .	GDH-TPI counter: 1	FBA Mtb inh: 3	Rv3671c protease: 6	3CLpro inhibitor: .	PriA SSB inh: 5	BH1578 lux ind: -1.3	MazEF act: 4	BioA inh: 0.1	UGM FP inh: 0.8

O=C1C2C(C(=O)N1/N=C/c1cc([N+](=O)[O-])c(O)cc1O)C1C=CC2C12CC2 (centres undefined)
  DUSP3 inh: 1	GDH-TPI counter: 10	FBA Mtb inh: -7	Rv3671c protease: 3	3CLpro inhibitor: -3	PriA SSB inh: .	BH1578 lux ind: -0.1	MazEF act: 6	BioA inh: .	UGM FP inh: 1.5
